MITF TRPM1 inh: inhibitors of MITF-driven TRPM1 promoter in melanoma cells; SK-MEL-5 TRPM1 promoter luciferase, 24 h; inhibition, % at 12.5 µM; 0.83% of 330,000 active; AID 488899;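 active means mean inhibition across replicates of 60% or more, whatever share of single replicates reaches that level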; further: values of inactives mirror those of a sister screen read the other way
Peg3 prom inh: reduces Peg3 promoter-driven luciferase expression in HeLa | HeLa PEG-Prom luciferase reporter, luminescence, overnight | 1.7% of 360,000 active | inhibition, % at 20 µM;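 active means inhibition of at least 50% at 20 µM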
Shn3 3UTR inh: inhibitors of Schnurri-3 3'UTR reporter in osteoblasts; AID 588674; Clone20 osteoblast Shn3 3'UTR firefly luciferase, 24 h; inhibition, % at 12.5 µM; 0.52% of 360,000 active;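 active means mean inhibition of at least 75% with every replicate also reaching 75%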;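 further: 0% = median of neutral control wells and 100% = pilot-screen positive control compound; some compounds past the cut are filed as inactive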
KKLEB tox: reduces viability of KKLEB cystic fibrosis airway cells | KKLEB CF airway cells viability, ATPlite luminescence, overnight; hits give low values; cells stimulated with P. aeruginosa culture filtrate | activity change (cytotoxicity), % at 5 µM | 0.36% of 360,000 active;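 active means corrected activity change at or below -50% at 5 µM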
NR2E3 ag-1: activates human NR2E3 receptor; Q9Y5X4; CHO-S Gal4-NCOR/VP16-NR2E3 two-hybrid, luciferase; inhibition of corepressor binding, % at 3.98 µM; 0.35% of 360,000 active; AID 602229;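 active means inhibition above the mean of all tested compounds plus 3 SD, cut at about 70% in these data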;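 further: 0% = DMSO with NR2E3 transfected cells and 100% = cells lacking NR2E3 construct; higher means lower luciferase signal from less NR2E3 corepressor binding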
Target sequence (Q9Y5X4 whole entry, looked up, the tested form may be a part): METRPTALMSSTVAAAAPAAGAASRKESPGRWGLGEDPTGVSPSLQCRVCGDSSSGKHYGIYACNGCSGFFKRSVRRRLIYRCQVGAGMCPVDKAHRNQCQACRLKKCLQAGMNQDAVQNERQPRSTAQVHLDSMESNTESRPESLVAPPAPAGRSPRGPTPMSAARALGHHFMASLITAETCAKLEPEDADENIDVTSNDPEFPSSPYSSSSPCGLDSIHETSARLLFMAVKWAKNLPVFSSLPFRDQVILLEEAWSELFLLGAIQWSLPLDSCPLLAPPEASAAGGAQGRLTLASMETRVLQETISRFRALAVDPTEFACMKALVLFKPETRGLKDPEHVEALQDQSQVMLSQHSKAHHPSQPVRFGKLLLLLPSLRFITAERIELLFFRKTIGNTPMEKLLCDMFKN
CF NFkB inh: inhibitors of cystic fibrosis induced NF-kB | KKLEB NF-kB-GFP reporter, PAF-induced, GFP fluorescence overnight | 0.86% of 360,000 active | inhibition, % at 5 µM;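 active means at least 50% inhibition at 5 µM, scaled per plate between neutral and stimulator controls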;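 further: PAF is a Pseudomonas aeruginosa culture filtrate used as stimulus; plate controls were PAF-stimulated DMSO wells for no effect and unstimulated DMSO wells for full effect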
TWEAK-Fn14 inh: TWEAK-Fn14 signaling inhibition; TWEAK-stimulated Fn14 reporter cells, luciferase luminescence, 8 h; inhibition, % at 10 µM; 2% of 360,000 active; in the data active means inhibition above about 50%
HIF-2a block: blocks HIF-2a reporter activity. inhibition, % at 18.8 µM. 786-0 RCC cells HIF-2a reporter, luciferase luminescence, overnight. AID 624352. 0.72% of 360,000 active;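 active means inhibition of the luminescence signal of 40% or more relative to plate controls, in a single-dose primary screen at 18.75 µM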
C8 TRAIL sens: caspase-8 TRAIL sensitization; inhibition (viability loss, TRAIL sensitization), % at 10 µM; AID 624354; NB7+C8 cells + TRAIL, ATPlite viability luminescence; 1% of 360,000 active;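 active means compounds causing at least 50% loss of cell viability in the single-dose screen, relative to plate controls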
NR2E3 ag-2: activates human photoreceptor nuclear receptor NR2E3 | 0.12% of 320,000 active | inhibition of corepressor binding, % at 4.78 µM | AID 2300 | Q9Y5X4 | GST-NR2E3/biotin-RetCOR TR-FRET, 1536-well;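 active means percent inhibition above the cutoff of mean plus 3 SD of all tested compounds, set per screening campaign, cut at about 20% in these data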;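 further: 0% = DMSO wells and 100% = biotin wells as full block of FRET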
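Material: NR2E3–RetCOR corepressor complex / Incubation: Compound–protein incubation for 5 h at 4 °C / Dosing: compound at 4.8 µM, single dose / Detection: time-resolved FRET / Benchmarks: high control biotin, low control 0.6% DMSO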
TROY NFkB inh: TROY signaling inhibition; Q293 LMP1-TROYcd NF-kB luciferase reporter, 4 h; inhibition, % at 10 µM; 0.98% of 360,000 active;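 active means compounds whose plate-normalised and pattern-corrected inhibition of the luciferase reporter signal at the single screening dose is 50% or more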
Numbers without * were called inactive; x = no result given. A portion of the library; the hit share may differ from the screen's.

Values run as follows: MITF TRPM1 inh | Peg3 prom inh | Shn3 3UTR inh | KKLEB tox | NR2E3 ag-1 | CF NFkB inh | TWEAK-Fn14 inh | HIF-2a block | C8 TRAIL sens | NR2E3 ag-2 | TROY NFkB inh
1: C[C@H]1CN([C@@H](C)CO)S(=O)(=O)c2ccc(-c3cncnc3)cc2O[C@H]1CN(C)C(=O)NC1CCCC1
 : x | -2 | -3 | -17 | -21 | 8 | -9 | 10 | 9 | x | -6
2: O=C(CCc1nc2ccccc2c(=O)[nH]1)NNC(=O)COc1cccc(F)c1
 : 0 | 7 | -9 | -11 | -17 | -10 | 9 | 8 | -6 | 2 | 5
3: O=C1NC(=S)S/C1=C\c1cccc([N+](=O)[O-])c1
 : 12 | -6 | 1 | -5 | -19 | 28 | 8 | -70 | -11 | x | 41
4: CC(C)OCCCN1CN(S(=O)(=O)c2ccccc2)c2nc3ccccc3nc21
 : -34 | -49 | -25 | 5 | -40 | 5 | 77* | -72 | 7 | -3 | x
5: CC(=O)c1sc2nc(CSc3nnnn3-c3ccccc3)[nH]c(=O)c2c1C
 : -5 | -3 | -1 | 12 | -51 | 0 | 4 | -5 | -13 | 4 | -11
6: CCN(Cc1nc(-c2ccccc2)no1)C(=O)c1ccco1
 : -14 | -3 | -10 | 6 | 5 | -10 | 3 | -7 | 0 | 3 | -9
7: Cc1cc(C)c(NC(=O)CSc2nnc(-c3ccncc3)n2Cc2ccco2)c(C)c1
 : 15 | 7 | 2 | 4 | -29 | -3 | 0 | 7 | -3 | 0 | -9
8: CN(CCOc1ccccc1)C(=O)c1ccc(F)c(S(=O)(=O)N2CCOCC2)c1
 : -7 | 14 | -6 | 0 | 3 | 6 | 4 | 6 | -1 | 2 | -7
9: CC(C)c1ccc(NC(=O)C2CSC3(C)CCC(=O)N23)cc1 (stereo not given)
 : -10 | 5 | 9 | 3 | -19 | -16 | -11 | -3 | -12 | -1 | -3
10: NC(=O)c1cccc(-c2ccnc3c2CC(C(=O)Nc2ccccc2)O3)c1 (stereo not given)
 : x | 2 | 18 | -4 | -1 | -8 | 11 | -4 | 14 | x | -2
11: O=C1CCCN1c1ccc(S(=O)(=O)Oc2ccc(Cl)cc2)cc1[N+](=O)[O-]
 : 18 | 21 | 49 | -7 | 31 | 4 | 22 | 3 | 6 | 4 | 5
12: CCCn1nc(C(=O)Nc2nnc(CC)s2)c2ccccc2c1=O
 : 13 | 1 | 13 | -12 | -1 | 9 | -22 | 18 | -7 | -6 | -6
13: CN1/C(=C\C(=O)c2cccnc2)C(C)(C)c2ccccc21
 : -20 | -56 | -27 | -8 | -36 | -1 | -23 | -63 | -10 | 1 | -26
14: Cc1cc(N2CCN(C(=O)c3ccco3)CC2)c2ccccc2n1
 : 5 | 10 | -15 | -8 | -14 | 5 | 7 | -1 | -4 | 0 | -12
15: CC1(C(=O)NCc2ccccc2Br)CCN1Cc1ccc2ccccc2c1 (stereo not given)
 : x | 2 | 19 | -17 | -43 | 13 | 7 | 6 | -2 | x | 29
16: Cc1ccccc1C(=O)N1CCc2c([nH]c3ccccc23)C1C(F)(F)F (stereo not given)
 : 7 | 35 | 12 | 6 | -6 | -4 | -2 | 18 | 6 | -5 | 10
17: O=S(=O)(NC1CC1)c1ccc(S(=O)(=O)N2CCCC3(CCCCC3)C2)cc1
 : 21 | 40 | 13 | 6 | 3 | 9 | -6 | 16 | -4 | 0 | -7
18: Cc1cc(C)nc(SCc2ccc(C(=O)NN=C3CCCC3)cc2)n1
 : -1 | -17 | 0 | 3 | 15 | -9 | -16 | 4 | -8 | -3 | 7
19: CS(=O)(=O)N(CC(=O)NCc1ccc2c(c1)OCO2)C1CCCCC1
 : 3 | 6 | 9 | 3 | -20 | -3 | -1 | 15 | 4 | 1 | -2
20: O=C(Nc1ccc(Br)cc1)C1CCN(C(=O)c2ccc(F)cc2)CC1
 : -16 | -1 | -6 | 2 | 1 | -1 | 4 | 21 | 2 | -1 | -14

Single records, as listed above. Order of values: MITF TRPM1 inh	Peg3 prom inh	Shn3 3UTR inh	KKLEB tox	NR2E3 ag-1	CF NFkB inh	TWEAK-Fn14 inh	HIF-2a block	C8 TRAIL sens	NR2E3 ag-2	TROY NFkB inh
CN1/C(=C\C(=O)c2cccnc2)C(C)(C)c2ccccc21 is entered as -20	-56	-27	-8	-36	-1	-23	-63	-10	1	-26
O=C1CCCN1c1ccc(S(=O)(=O)Oc2ccc(Cl)cc2)cc1[N+](=O)[O-] is entered as 18	21	49	-7	31	4	22	3	6	4	5

Carrying on.
Values run as follows: MITF TRPM1 inh | Peg3 prom inh | Shn3 3UTR inh | KKLEB tox | NR2E3 ag-1 | CF NFkB inh | TWEAK-Fn14 inh | HIF-2a block | C8 TRAIL sens | NR2E3 ag-2 | TROY NFkB inh
21: COCCn1c(-c2ccc(-c3ccccc3Cl)o2)nc2c1c(=O)[nH]c(=O)n2CC(C)C
 : 12 | 18 | 38 | -6 | -26 | 6 | -7 | 17 | -15 | 0 | -4
22: CC(C)[C@@H](NC(=O)C1CCC(CNC(=O)[C@H](Cc2ccccc2)NC(=O)OC(C)(C)C)CC1)C(=O)O (stereo not given in full)
 : -2 | 7 | 11 | 3 | 4 | -9 | 4 | -12 | -2 | x | -11
23: COc1ccc(C2=C(Nc3ccc(F)cc3)c3ccccc3C2=O)cc1
 : 4 | 8 | 0 | 1 | -14 | 5 | -45 | -6 | -7 | 0 | -10
24: CC(C)(C)n1cnnc1Sc1ncccc1[N+](=O)[O-]
 : 6 | 10 | -14 | 2 | -34 | 6 | 7 | 27 | -17 | 3 | 6
25: CCOC(=O)[C@@H]1CSCCS(=O)(=O)N1
 : -7 | -2 | 25 | -3 | -21 | -5 | -22 | 0 | -3 | x | -6
26: COc1ccc2c(c1)[nH]c1c(=O)n(CCN(C)C)cnc12
 : 6 | -9 | -1 | 2 | 12 | -2 | -5 | -29 | 11 | -1 | 6
27: COc1cc(/C=N/NC(=O)CCc2n[nH]c(=O)[nH]c2=O)ccc1O
 : -10 | -8 | -7 | -5 | 0 | -1 | -7 | 12 | -12 | 3 | 3
28: CC(=O)Nc1ccc(OCC(=O)N2CCc3ccccc3C2)cc1
 : 13 | -12 | 9 | 11 | -17 | -2 | -3 | 9 | -23 | -2 | 0
29: CCc1ccc(C2NC(=S)NC3=C2C(=O)CC(C)(C)C3)cc1 (stereo not given)
 : -7 | -6 | -5 | 15 | 2 | -17 | -10 | 5 | -2 | -3 | 5
30: CCCCC(=O)Nc1ccc2oc(-c3ccncc3)nc2c1
 : -23 | -50 | -22 | 21 | -58 | -10 | -3 | -77 | -2 | -4 | -39
31: CC(C)c1ccc(NC(=O)C(c2ccccc2)N(C)C(=O)CCc2c[nH]c3ccccc23)cc1 (stereo not given)
 : -5 | -3 | -24 | -7 | -1 | 13 | -14 | -2 | 18 | 0 | -5
32: O=C1Cc2ccccc2C(c2ccc(Br)cc2)N1 (stereo not given)
 : 10 | 24 | 5 | -21 | -6 | 15 | 11 | 13 | 6 | 0 | 6
33: COc1cccc(CN(C)C(=O)c2cc(S(=O)(=O)NCc3ccccc3)ccc2C)c1OC
 : 10 | 11 | 16 | -10 | -31 | 9 | 0 | 6 | 1 | -1 | 8
34: CCC(=O)Nc1ccc2c(c1)N(C(C)=O)c1ccccc1CC2
 : 0 | 13 | 0 | 5 | -17 | -4 | 9 | 20 | -14 | 4 | -12
35: Cn1ncc2c(NCc3ccccc3)ncnc21
 : 0 | 5 | 19 | 4 | 1 | 2 | 1 | -2 | -3 | 0 | -16
36: CC(C)CCNC(=O)C(=O)Nc1cc2c3c(c1)CC(=O)N3CCC2
 : -4 | -1 | 3 | -10 | 0 | 2 | -13 | -32 | -12 | 2 | -7
37: Cc1cc(C)c(S(=O)(=O)N2CCCc3ccccc32)c(C)c1
 : 12 | 36 | -25 | 1 | -6 | 9 | 8 | 19 | 7 | -2 | 17
38: Cc1cc(C(=O)NCC(=O)O)c(C)o1
 : 3 | 4 | -4 | 4 | 6 | 6 | 10 | 10 | 1 | -2 | -1
39: Nn1cc(-c2ccccc2)nc1SCC(=O)Nc1ccc2c(c1)OCO2
 : -5 | 5 | -6 | -6 | -2 | -2 | 20 | 3 | -13 | -1 | 14
40: COCCn1nnnc1C(CC(C)C)N1CCN(c2cccc(OC)c2)CC1 (stereo not given)
 : -6 | 7 | 1 | 2 | -11 | -10 | 22 | 13 | -13 | x | -2
41: O=C(Nc1ncc2c(n1)-c1ccccc1CC2)c1ccc(Cl)cc1
 : 9 | 19 | -6 | 17 | -29 | -1 | 26 | -29 | -3 | -3 | 19
42: O=C(/C=C/c1ccccc1Cl)Nn1cnc2ccccc2c1=O
 : 4 | -40 | -11 | 7 | 20 | -21 | -3 | -48 | 4 | 4 | -25
43: O=C(CC(Nc1cccc(Cl)c1Cl)C(=O)O)c1ccccc1 (stereo not given)
 : 2 | -11 | -29 | 11 | -26 | -8 | -9 | -80 | -1 | 2 | 21
44: C/C(=C/c1ccccc1)C(=O)N1CCC(C)CC1
 : -27 | -59 | -18 | -9 | 3 | 2 | -8 | -77 | -6 | 5 | -29
45: CC1CCC2(CC1)NC(=O)N(CC(=O)N1CCc3ccccc3C1)C2=O (stereo not given)
 : 7 | 0 | 12 | 7 | -28 | -2 | 0 | 11 | -11 | 0 | 4
46: Cn1c(CNC(=O)CCNC(=O)c2cccc(Br)c2)cc(=O)n(C)c1=O
 : 7 | 15 | 8 | 16 | 18 | -13 | -6 | 4 | 14 | 3 | -2
47: Cc1ccccc1CNC(=O)C1CCC(=O)N(Cc2cccc(F)c2)C1 (stereo not given)
 : 1 | 1 | -19 | 5 | 7 | 1 | -4 | -1 | 2 | -3 | -16
48: C=CCn1c(SCC(=O)c2cc(C)n(CCOC)c2C)nc2sc(C)c(C)c2c1=O
 : -16 | 7 | 4 | 0 | -5 | 4 | 16 | 2 | 5 | 1 | 9
49: CCc1nnc(NC(=O)CSc2nnc(CNc3ccc(OC)cc3)n2CC)s1
 : 2 | -12 | -4 | -2 | 13 | -5 | -10 | 17 | 5 | 4 | 5
50: CC(C(=O)N1CCN(c2ccc([N+](=O)[O-])cc2)CC1)N1C(=O)C2CC=CCC2C1=O (stereo not given)
 : 3 | 9 | 13 | 0 | 0 | -6 | 9 | 17 | -13 | 0 | 2
51: CCOC(=O)C1C(=O)NC(N2CCN(Cc3ccccc3)CC2)=NC1c1ccccc1 (stereo not given)
 : -3 | 21 | -6 | -6 | -5 | 3 | 1 | 9 | 12 | -4 | 12
52: O=C(Nc1ccccc1-c1ccccc1)c1ccc(NC(=O)c2ccco2)cc1
 : 2 | 24 | 6 | 3 | 0 | 4 | 28 | 15 | 7 | 0 | 15
53: CCOc1ccccc1-n1c(=S)sc2c(=O)n(-c3ccc(C)cc3)c(=S)[nH]c21
 : 8 | 21 | 14 | -17 | -29 | 25 | 9 | 16 | -14 | -1 | 1
54: O=[N+]([O-])c1cnccc1Nc1ccc(F)cc1
 : -5 | 5 | -8 | 1 | -4 | 15 | -14 | 14 | -13 | -2 | 4
55: COc1ccc(Br)c(C=O)c1OS(=O)(=O)c1ccc(C)cc1
 : x | 5 | 17 | 2 | 2 | -7 | -4 | 11 | -14 | x | 8
56: Cc1ccc(NC(=O)Cn2nc(C)c([N+](=O)[O-])c2C)cc1Cl
 : 2 | 4 | 12 | -5 | -4 | -1 | -4 | 23 | -2 | x | 13
